Compound activity from PubChem.
PKA-R1A act: PKA-R1A complex activation. activation, % at 11.4 µM. AID 504707. actives 0.083% (n = 340,000). PKA-R1A dissociation, Cy5-IP20 fluorescence polarization; scaled: DMSO 0%, 113 µM cGMP 100%. P00514+P68181;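 active = percent activation above the mean of all tested compounds plus 3 SD, cut at about 19% in these data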;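 note: higher means more PKAc released from R1A so a rise in polarization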
AddAB inh: less growth of phage-infected E. coli with AddAB | inhibition, % at 11.9 µM | E. coli expressing H. pylori AddAB, absorbance growth | actives 0.29% (n = 330,000); in the data active = inhibition above about 12%;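 note: 0% = vehicle wells of infected cells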
E coli growth: reduces bacterial viability in AddAB counter-screen; E. coli V3065 growth, OD600 absorbance, 18 h; inhibition, % at 11.9 µM; actives 0.27% (n = 330,000);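 active = inhibition above the campaign's mean inhibition across all tested compounds plus 3 SD, cut at about 9.9% in these data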;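 note: uninfected addAB+ strain grown without phage in ampicillin broth; 0% = DMSO wells and 100% = ciprofloxacin 0.95 µg/ml wells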
PKA-R2B activ: activates the human PKA-R2B holoenzyme complex. activation, % at 11.4 µM. actives 0.079% (n = 340,000). PKA-R2B holoenzyme dissociation, Cy5-IP20 fluorescence polarization; R2B truncated from residue 108, S112A mutant; 0% DMSO only, 100% 113 µM cGMP;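 active = activation above a cutoff set at the mean over all compounds plus 3 SD, cut at about 18% in these data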;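 note: higher means more holoenzyme dissociation and a rise in polarization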
OPRM1-OPRD1 ag: agonists of human mu-delta opioid receptor heterodimerization. activation, % at 9.3 µM. cells, OPRM1-OPRD1 heterodimerization, luminescence. actives 0.3% (n = 340,000). P35372+P41143; in the data active = activation above about 18%;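 note: 0% = vehicle-treated cells and 100% = reference agonist; values of inactives mirror those of a sister screen read the other way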
Target sequence (P35372 whole entry, looked up): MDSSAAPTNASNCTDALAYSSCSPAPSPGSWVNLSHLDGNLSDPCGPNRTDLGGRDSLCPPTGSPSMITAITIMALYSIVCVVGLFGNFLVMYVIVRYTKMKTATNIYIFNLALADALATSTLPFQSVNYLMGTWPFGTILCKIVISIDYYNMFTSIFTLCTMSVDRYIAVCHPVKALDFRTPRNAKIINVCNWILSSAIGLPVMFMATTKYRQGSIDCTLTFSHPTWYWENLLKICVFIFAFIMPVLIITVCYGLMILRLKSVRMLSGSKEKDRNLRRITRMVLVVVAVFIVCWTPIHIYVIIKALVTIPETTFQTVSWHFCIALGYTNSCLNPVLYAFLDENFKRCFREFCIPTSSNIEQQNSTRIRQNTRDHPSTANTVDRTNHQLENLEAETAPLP
Target sequence (P41143 whole entry, looked up): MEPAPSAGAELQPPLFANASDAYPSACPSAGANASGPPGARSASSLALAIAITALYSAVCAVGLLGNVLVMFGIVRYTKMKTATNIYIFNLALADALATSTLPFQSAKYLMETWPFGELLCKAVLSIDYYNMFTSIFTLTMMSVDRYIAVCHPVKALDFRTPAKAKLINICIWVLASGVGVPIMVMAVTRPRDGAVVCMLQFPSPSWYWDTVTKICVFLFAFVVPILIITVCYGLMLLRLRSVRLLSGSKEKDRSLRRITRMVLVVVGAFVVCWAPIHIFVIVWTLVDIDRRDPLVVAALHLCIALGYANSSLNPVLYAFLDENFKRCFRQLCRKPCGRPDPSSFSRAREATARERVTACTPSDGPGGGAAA
MOR-DOR inv ag: mu-delta opioid heterodimer inverse agonism | P35372+P41143 | cell-based MOR-DOR heterodimer luminescence | inhibition, % at 9.3 µM | actives 0.21% (n = 340,000); in the data active = inhibition above about 22%, passing the limit was not always enough;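 note: 0% = cells with DMSO and 100% = wells without cells with DMSO; values of inactives mirror those of a sister screen read the other way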
phage Ecoli inh: E. coli growth loss with phage present | growth absorbance | inhibition, % at 11.9 µM | actives 0.26% (n = 360,000) | AID 651602; in the data active = inhibition above about 11%
PfHsp90 set2: reduces growth (ATP signal) of yeast expressing P. falciparum Hsp90; S. cerevisiae expressing PfHsp90, BacTiter-Glo ATP, 48 h; yeast lacking PDR1 and PDR3 efflux regulators; inhibition, % at 9.4 µM; actives 0.32% (n = 310,000);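 active = every replicate shows inhibition above about 80%, whatever the replicate mean, limit read from the data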;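 note: 0% = DMSO neutral controls and 100% = 20 µM radicicol positive controls; yeast relying on Plasmodium falciparum Hsp90 in place of its own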
Mot1-301 SUMO: inhibitors of SUMOylation pathway: yeast Mot1-301 growth rescue; growth rescue, % at 18.8 µM; actives 1% (n = 320,000); S. cerevisiae Mot1-301 growth rescue, ATP luminescence, 38.5C; percent above DMSO median, 100 means doubled;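 active = every valid replicate shows activation above 250% relative to neutral control wells; inactive = the rest, any valid replicate at or below 250%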;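 note: OY570 slx delta 5 strain wells were the positive control but not used for scaling; some compounds called inactive have numbers as strong as hits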
HTR5A inv ctr: inverse agonist of human HTR5A in OPRM1-OPRD1 counter-screen | P47898 | HTR5A cell line, luminescence, inverse agonism | inhibition, % at 9.3 µM | actives 0.083% (n = 340,000); in the data active = inhibition mostly above about 23%, no sharp cut-off; inactive = mostly below about 18%;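 note: 0% = cells with DMSO and 100% = no-cell wells with DMSO; some compounds called inactive have numbers as strong as hits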
Tat transport: blocks Tat-dependent protein export in E. coli; actives 0.036% (n = 340,000); inhibition, % at 10 µM; E. coli MC4100 TorA-mCherry Tat export, fluorescence;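 active = mean replicate inhibition at least 50% and at least half of replicates individually reaching 50%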;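 note: exported cargo escapes ClpAP degradation while cytoplasmic cargo is degraded and loses fluorescence; 0% = median of neutral control wells and 100% = median of NaSCN control wells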
An asterisk follows results filed as active; . = no result given.

SMILES | PKA-R1A act | AddAB inh | E coli growth | PKA-R2B activ | OPRM1-OPRD1 ag | MOR-DOR inv ag | phage Ecoli inh | PfHsp90 set2 | Mot1-301 SUMO | HTR5A inv ctr | Tat transport
COc1cccc(NC(=O)Nc2ccccc2SC)c1 | 1.1 | 1.3 | -1.9 | -2.2 | -1.9 | 8.9 | 3.2 | -2.3 | 22.8 | -13.3 | -2.4
Cc1cccc(N(CC(=O)Nc2c(C)n(C)n(-c3ccccc3)c2=O)S(C)(=O)=O)c1 | -4.3 | 0.9 | -2.2 | -2.5 | 1.3 | -7.7 | 0.9 | . | 1.7 | 1.7 | -8.1
Cc1ccc(NC(=O)Nc2cc(C)on2)cc1 | -11.7 | 0.3 | 2.5 | -6.1 | -1.1 | 5.3 | 2.4 | 6.1 | 6.5 | 26.9 | -3.4
Cc1occc1C(=O)N/N=C/C1=C(N2CCOCC2)C(=C\c2ccc(Cl)cc2Cl)/CC1 | -6.1 | 2.2 | 1.8 | 0.7 | -1.0 | 7.1 | 2.9 | -10.3 | -10.6 | 5.5 | 5.4
CC(C)CS(=O)(=O)C1=NSC2=NC(=O)/C(=C\c3ccc(OC(=O)c4ccco4)cc3)C(=N)N21 | -7.7 | -0.1 | 0.1 | 4.0 | -3.9 | 19.8 | 1.1 | 7.3 | -5.4 | 17.5 | 5.6
O=C(Nc1nnc(COc2ccccc2)s1)C1CCN(S(=O)(=O)c2ccc(Cl)cc2)CC1 | -2.0 | 1.9 | -0.2 | -6.5 | 6.1 | -33.4 | 2.6 | 4.7 | -14.4 | 26.7 | -11.2
COc1ccc2c(C)cc(SCC(=O)NCC3CCCO3)nc2c1 (stereo unspecified) | 5.4 | 4.1 | 1.1 | -2.5 | -5.7 | 22.5 | -0.6 | 19.1 | -8.4 | 0.1 | 1.8
Cc1ccc(N(C(=O)c2ccco2)C(C(=O)NC2CCCC2)c2cccnc2)cc1 (stereo unspecified) | -6.3 | 3.6 | -1.4 | 5.2 | 0.8 | -4.5 | 1.0 | -4.6 | -2.4 | -4.5 | 2.0
Cc1c(/C=N/NC(=O)CNc2ccccc2)c2ccccn2c1C(=O)c1ccc(Cl)cc1 | 7.2 | 2.5 | -0.3 | -4.4 | 1.7 | -9.0 | 2.1 | 13.9 | -6.7 | 1.4 | -4.2
Cn1cccc1C(=O)OCC(=O)NCCc1ccc(S(N)(=O)=O)cc1 | -1.3 | -0.9 | 1.7 | -0.3 | -2.2 | 10.8 | 2.4 | -23.0 | 6.1 | 9.0 | 4.3
S=C(Nc1ccc(Cl)c(Cl)c1)NC1CCCCC1 | 12.7 | 10.6 | 9.3 | -6.8 | 10.9 | -62.3 | . | . | 22.2 | -26.0 | -7.0
O=C(NCCO)C(c1ccccc1)c1ccccc1 | -17.1 | 2.7 | -1.2 | -2.6 | -0.3 | 1.8 | 2.4 | . | -9.7 | -4.5 | 2.3
COc1ccccc1CN1CC(C(=O)N2CCC(OC)CC2)CCC1=O (stereo unspecified) | 1.8 | 4.6 | 1.4 | 1.0 | 0.0 | -0.2 | -3.6 | 8.1 | 11.8 | 1.9 | 3.7
Cc1ccc(C(=O)OCC(=O)Nc2ccc(S(N)(=O)=O)cc2)c(O)c1 | -5.0 | 0.2 | 0.3 | -5.8 | -2.5 | 13.0 | 2.9 | -1.4 | 98.5 | 13.2 | -12.2
CC1C(=O)N2CCCc3cc(S(=O)(=O)NCCc4ccccc4)cc1c32 (stereo unspecified) | -12.0 | 1.2 | 0.3 | 6.4 | -1.9 | 9.8 | 1.0 | 27.8 | -3.0 | -3.1 | 6.3
Nc1c(N(CCC2=CCCCC2)C(=O)C2CC2)c(=O)[nH]c(=O)n1Cc1ccccc1 | 0.8 | 3.3 | 0.3 | 3.5 | -0.8 | 4.0 | 2.0 | -5.9 | -9.2 | -2.3 | -2.5
CC(C)CN(C(=O)COC(=O)C12CC3CC(CC(O)(C3)C1)C2)C1CCS(=O)(=O)C1 (stereo unspecified) | -5.9 | 1.4 | -0.5 | -4.1 | -1.0 | 5.7 | 4.0 | . | 5.1 | -21.9 | 0.3
CCOC(=O)c1cnc[nH]c1=O | -3.8 | . | . | 8.6 | -1.6 | 8.0 | 1.5 | -3.1 | . | -0.2 | -4.6
CCOC(=O)C1CCN(c2cc3c(cc2NC(=O)c2ccccc2)n(C)c(=O)n3C)CC1 | 0.1 | 2.5 | -3.3 | -5.2 | -2.0 | 10.2 | 2.4 | 7.4 | -7.8 | 10.9 | 6.6
CC(C)C[C@H](NC(=O)c1nc[nH]c1C(=O)N1CCN(C(=O)OC(C)(C)C)CC1)C(=O)OCc1ccccc1 | -12.2 | 0.1 | -1.4 | -6.0 | 5.9 | -34.2 | -1.6 | -7.9 | -3.1 | -40.5 | 12.4
Cc1cc(NC(=O)CCCC(=O)NCc2cccs2)no1 | -10.1 | 0.5 | -1.1 | -3.0 | -1.4 | 9.0 | -2.8 | 67.7 | 3.0 | 1.6 | -6.3
Cc1cc(-c2ccc(NS(=O)(=O)c3ccccc3)c(C)c2)ccc1NS(=O)(=O)c1ccccc1 | -7.4 | . | . | -12.0 | 0.1 | -0.5 | 1.2 | -13.4 | . | 4.5 | -5.6
O=C(NCC(=O)N(c1cccnc1)C(C(=O)NC1CCCCC1)c1ccccc1F)c1ccco1 (stereo unspecified) | -9.5 | 0.3 | 0.3 | 6.9 | -1.6 | 12.2 | 0.5 | 13.7 | 6.5 | 15.0 | -2.5
CC(C)C[C@@H](CNCC(=O)[C@H](Cc1c[nH]c2ccccc12)NC(=O)c1[nH]cnc1C(=O)N[C@@H](C)CN)NC(=O)c1nc[nH]c1C(=O)N[C@@H](CC(=O)O)C(=O)O | -2.4 | . | . | -0.2 | -4.0 | 18.6 | 4.5 | -14.3 | . | -5.9 | 2.5
COc1ccc(N(C)C2=NS(=O)(=O)c3ccccc32)cc1 | 6.2 | 0.6 | -0.7 | 9.4 | -0.1 | 0.9 | -0.4 | 24.6 | -9.4 | -13.5 | -8.9
COc1cc(NC(=O)c2cccnc2Sc2ccc(C)c(C)c2)cc(OC)c1OC | 6.9 | 0.7 | 2.4 | 2.9 | 2.7 | -13.7 | 1.4 | 15.6 | 120.3 | 5.9 | -7.2
O=C(CSc1ccc(-c2ccccn2)nn1)Nc1ccc(F)c(F)c1 | -3.6 | 13.8* | 14.2* | -7.6 | -0.2 | 1.3 | 8.2 | 12.8 | 0.3 | -21.5 | 17.0
NC(Cc1ccc2nonc2c1)C(=O)O (stereo unspecified) | -12.3 | 2.8 | 3.4 | -4.3 | -1.9 | 10.2 | 0.0 | -3.0 | 3.1 | -16.1 | -5.9
COc1ccc(C(C)C)cc1S(=O)(=O)N1CCN(c2ccccc2)CC1 | 2.3 | 4.7 | 1.0 | -8.4 | 4.8 | -24.0 | 3.9 | -55.3 | 0.3 | 4.2 | 16.6
CN(C(=O)CCc1nnc(Cc2ccc(-c3ccccc3)cc2)o1)C1CCOCC1 | 8.0 | -0.3 | 0.4 | 4.4 | 0.5 | -2.6 | 1.3 | -17.7 | -4.3 | -11.3 | -1.2
CC(C)CC(=O)N1CCC(O)(CS(=O)(=O)c2ccc(Cl)c(Cl)c2)CC1 | 4.7 | -1.9 | 0.5 | 13.3 | -0.7 | 3.4 | 0.0 | 32.9 | -16.7 | 8.9 | 2.3
Cc1cccc(OCc2ccc(C(=O)Nc3cc(C)on3)o2)c1 | 1.6 | 4.4 | 3.0 | -0.5 | 4.7 | -24.9 | 1.8 | 4.1 | 9.0 | -30.4 | -2.2
CCN(CCCNC(=O)c1[nH]c(C)c(C(C)=O)c1C)c1ccccc1 | -5.5 | 3.1 | -2.7 | -5.1 | 2.8 | -13.7 | 2.7 | -2.0 | 13.1 | 3.0 | 3.6
CCCCNC(=O)Cn1nc(-c2ccc(C)cc2)ccc1=O | -4.1 | . | . | -4.5 | -1.1 | 4.9 | . | -25.5 | 12.2 | -21.6 | -4.8
O=C(Cn1c2[n+](c3ccc(C(F)(F)F)cc31)CCCCC2)Nc1c(F)cccc1F | 1.8 | -1.4 | -1.5 | 2.2 | . | . | 2.2 | 7.5 | -7.4 | . | -0.1
O=C(O)/C(=C\c1ccc(Cl)c([N+](=O)[O-])c1)c1ccc(S(=O)(=O)N2CCCC2)s1 | -5.7 | 2.6 | 1.0 | 1.0 | -2.5 | 10.3 | 0.3 | 13.8 | 225.7 | -1.7 | -2.1
O=C(Nc1nnc(S(=O)(=O)N2CCCC2)s1)c1ccccc1F | 1.4 | 1.4 | 0.4 | -7.4 | -0.5 | 2.5 | 4.0 | -6.7 | 214.6 | -0.9 | 13.3
CCOC(=O)C1CCN(Cc2ccccc2C)CC1 | -12.9 | 0.0 | -0.3 | -6.1 | 0.4 | -2.6 | 3.3 | . | 116.8 | 10.8 | 14.0
Cc1ccc(CN2CCN(Cc3c(C)nn(C(C)C)c3C)CC2CCO)o1 (stereo unspecified) | -2.5 | 0.8 | -3.5 | 2.8 | 5.7 | -27.9 | 7.3 | -11.5 | -2.0 | -2.6 | -0.9
Fc1ccc(Cn2ccc(-c3cnc(-c4ccccc4)s3)n2)cc1 | 11.8 | 1.1 | 2.0 | 0.8 | 3.2 | -16.1 | 3.0 | 1.4 | 12.2 | -21.8 | 13.9
CCN1CCN(c2c(S(=O)(=O)c3ccc(C)c(C)c3)cnc3ccc(F)cc23)CC1 | -12.5 | -1.6 | -2.7 | -0.2 | 53.2* | -314.4 | 1.2 | 5.8 | -1.8 | 8.2 | 2.2
Cc1ccnc(NC2CCCCC2)c1 | -15.7 | 3.1 | 1.4 | -10.1 | -1.2 | 6.4 | 6.5 | -8.4 | 3.8 | -48.5 | 0.8
Cc1cc(C(=O)NCC(=O)Nc2ccc(F)c(F)c2)c(C)o1 | -6.5 | -0.9 | 2.4 | -4.0 | 0.0 | -0.2 | 3.0 | . | 6.9 | -21.7 | 2.3
Cc1nc2ccccn2c1C(=O)N/N=C/c1ccccc1[N+](=O)[O-] | -6.3 | 2.0 | -0.4 | -8.0 | 2.0 | -11.2 | 1.9 | 0.1 | 5.7 | -17.5 | 8.4
COc1ccc(-c2oc3cc(O)c(OC)c(O)c3c(=O)c2OC)cc1O | 8.3 | . | . | -0.7 | -2.2 | 11.5 | 2.5 | 3.4 | . | -23.5 | 0.1
O=C(NCCNC(=O)c1ccccc1O)c1ccccc1O | 2.2 | 1.3 | -0.4 | -6.8 | -3.1 | 15.7 | 1.5 | -5.2 | -19.4 | 11.8 | 38.6
COc1ccc(SCC(=O)Nc2ccccc2Cl)cc1 | 12.4 | 0.3 | -3.5 | 1.8 | -3.0 | 15.4 | 4.2 | -37.8 | 13.8 | -4.9 | 6.6

No enrichment for hits, and some 2.2% of all compounds hit somewhere here.
